# ATXN2 expr inh = ATXN2 expression inhibition; HEK-293 ATXN2-luciferase reporter, luminescence, 24 h; AID 1745845; Potency, µM (top dose mostly 57 µM), inactives show top-dose activity change, negative = inhibition, most hits filed as inhibitors; hit rate 0.72% among 360,000; note: potency is the fitted concentration of half-maximal effect; % is set by controls: 0 for no effect and ±100 for the full control effect; nearly all actives have a fitted effect of over 55% in size
#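 ATXN2-luciferase reporter cells (luciferase flanked by upstream and downstream ATXN2 gene portions) were treated 24 h at 37 °C with compounds at up to 57 uM. SteadyGlo luminescence gave expression; GF-AFC fluorescence gave viability.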
# HT1080NT lethal = kills 2HG-producing HT-1080-NT fibrosarcoma cells | HT-1080-NT fibrosarcoma viability, CellTiter-Glo ATP luminescence, 48 h | Potency, µM (highest dose often 46.1 µM), inactives show at the top dose activity, negative = less viability, most hits filed as cytotoxic | hit rate 1.6% among 360,000;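 note: NT is the 2HG producing partner of a matched IDH1 knockdown line; potency is the fitted concentration of half-maximal effect; 0% = DMSO-treated cells and -100% = media-only wells without cells; nearly all actives have a fitted effect of over 55% in size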
#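 HT-1080-NT; 750 cells/well; 5% FBS RPMI; 48 h compound, 37 degrees C; CellTiter-Glo luminescence; curve fitting and curve-class assignment.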
# MCF10A rerep = DNA re-replication induction in MCF 10a cells; Potency, µM (doses to about 46.1 µM), inactives show at the highest dose activity, positive = re-replication, usual class: activators; MCF 10A DNA re-replication, Hoechst nuclear intensity, 48 h; hit rate 2.9% among 350,000; AID 624296; note: potency is the fitted concentration of half-maximal effect; % of control where 0% means no effect; nearly all actives have a fitted effect of over 50% in size
# KB-V1 MDR tox = KB-V1 MDR subline cytotoxicity; hit rate 3.4% among 400,000; KB-V1 MDR cells viability, CellTiter-Glo, 72 h; AID 1347076; Potency, µM (titrated, usually from 46.1 µM), without a hit: top-dose activity change, negative = cytotoxicity, actives largely listed as cytotoxic; note: potency is the fitted concentration of half-maximal effect; % is set by controls: 0 for no effect and ±100 for the full control effect; nearly all actives have a fitted effect of over 60% in size
#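 Drug-selected KB-V1 cells, grown in DMEM lacking phenol red with 10% FBS, receive compound titrations; after three days at 37 degrees C, surviving cell ATP is quantified by CellTiter-Glo luminescence and responses normalized and curve-fitted.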
# IL1B secr inh = blocks inflammasome-driven IL-1 beta release; hit rate 4.7% among 360,000; activity change, % at 57.5 µM; THP-1 LPS/ATP IL-1B secretion, AlphaLISA, 16 h; stronger effect = lower value; in the data active = activity change below about -50%; inconclusive = mostly about -30% to -49%; note: % is set by controls: 0 for no effect and ±100 for the full control effect
#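 THP-1 cells pretreated 1 hr with compounds (up to 57.5 uM final), then stimulated with LPS (250 ng/mL final) plus ATP (1.25 mM final); secreted IL-1B measured by AlphaLISA after 16 hr, decreased signal indicating inhibition.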
# SW480 rereplic = induces DNA re-replication in SW480 colon adenocarcinoma cells; SW480 DNA re-replication, Hoechst DNA content imaging, 48 h; Potency, µM (titrated, usually from 46.1 µM), without a hit: at the highest dose re-replication activation, usual class: activators; hit rate 1.8% among 340,000; note: potency is the fitted concentration of half-maximal effect; % of control where 0% means no effect; nearly all actives have a fitted effect of over 55% in size
#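 First, 250 cells per well were seeded. Next, compound or vehicle (23 nL) was pinned in, plates sat 48 hr at 37 C. Finally Hoechst was added for 40 min before fluorescence scanning.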
# S2 tox = viability counter-screen for ATXN expression inhibitors; S2 cells (HEK-293 line with an ATXN2-luciferase reporter) viability, CellTiter-Fluor protease fluorescence, 24 h; Potency, µM (series often up to 56.7 µM), most hits filed as cytotoxic; AID 651635; hit rate 0.49% among 400,000; note: potency is the fitted concentration of half-maximal effect; nearly all actives have a fitted effect of over 40% in size
# HT1080 IDH1KD tx = kills HT-1080 cells with IDH1 knockdown; HT-1080 IDH1 knockdown viability, ATP luminescence, 48 h; Potency, µM (top dose mostly 46.1 µM), without a hit: at the top dose activity, negative = toxicity, most hits filed as cytotoxic; AID 686971; hit rate 2% among 360,000;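 note: potency is the fitted concentration of half-maximal effect; 0% = DMSO wells and -100% = cell-free medium wells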
#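 Cytotoxicity counter-line: IDH1KD HT-1080, 48 h, CellTiter-Glo. Curves classed by r2, magnitude and activity.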
# KB-3-1 tox = KB-3-1 parental cell cytotoxicity. KB-3-1 viability, CellTiter-Glo ATP luminescence, 72 h. Potency, µM (doses to about 46.1 µM), for the others: top-dose activity change, negative = cytotoxic, most hits filed as cytotoxic. hit rate 1.4% among 400,000. AID 1347075; note: potency is the fitted concentration of half-maximal effect; % is set by controls: 0 for no effect and ±100 for the full control effect; nearly all actives have a fitted effect of over 60% in size
#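 Multi-concentration cytotoxicity screen in KB-3-1 cells grown in DMEM lacking phenol red with 10% FBS. After 72 h at 37 °C with compound, ATP-dependent luminescence was recorded.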
# Starred values were filed as active, the others as inactive; i = inactive; ? = inconclusive; . = no result given; [ ] = remark or other dose. Unless noted, calls come from the whole dose curve; as a rule, active = well fitted curve in the direction sought with a large enough effect; inconclusive = small, poorly fitted or top-dose-only effect, or another doubt; inactive = no such curve, though single readings can be large; an effect the other way counts as inactive or inconclusive.
SMILES,ATXN2 expr inh,HT1080NT lethal,MCF10A rerep,KB-V1 MDR tox,IL1B secr inh,SW480 rereplic,S2 tox,HT1080 IDH1KD tx,KB-3-1 tox
CCc1ccc(C(CNC(=O)c2ccc3c(=O)n(-c4ccccc4F)c(=S)[nH]c3c2)N(C)C)cc1 (stereo not drawn),-20%,?,?,-29%,-82*,?,i,33µM*,-19%
CCN(C(=O)COC(=O)c1ccccc1O)c1nc2ccccc2s1,-12%,6%,-5%,22%,-10,-18%,i,13%,7%
Cc1onc(C(=O)Nc2ccc(OC(F)(F)F)cc2)c1[N+](=O)[O-],-3%,9%,?,4%,?,8%,i,-3%,22%
CCOC(=O)C1=C(N)n2c(s/c(=C\c3ccco3)c2=O)=C(C(=O)OC(C)C)C1c1ccco1 (stereo not drawn),-10%,13%,3%,1%,-8,15%,i,-9%,0%
COc1cccc(Nc2sc(C(=O)c3ccc4c(c3)OCO4)c(N)c2S(=O)(=O)c2ccccc2)c1,-9%,.,.,?,.,.,i,.,-17%
C(=N\N(Cc1ccccc1)c1ccccc1)/c1cccnc1,-28%,1%,24%,15%,-19,-10%,i,3%,0%
Cc1noc(C)c1COc1ccc(C(=O)N2CCN(c3cccc(Cl)c3)CC2)cc1,-7%,15%,?,-27%,?,-4%,i,2%,5%
COc1ccccc1N1CCN(C(=O)Cn2nnc(-c3cccs3)n2)CC1,2%,2%,3%,?,5,-4%,i,-6%,1%
Cc1cccc(CSc2nc3c(c(=O)[nH]2)CCCC3)c1,-4%,7%,-3%,-27%,38,-4%,i,2%,8%
CCOc1cc(/C=N/N=C2/NC(=O)C(CC(=O)O)S2)ccc1OCc1ccc(Cl)cc1 (stereo not drawn),5%,-11%,0%,7%,0,-1%,i,-11%,0%

# Taken from the entries so far for reference:
SMILES,ATXN2 expr inh,HT1080NT lethal,MCF10A rerep,KB-V1 MDR tox,IL1B secr inh,SW480 rereplic,S2 tox,HT1080 IDH1KD tx,KB-3-1 tox
CCN(C(=O)COC(=O)c1ccccc1O)c1nc2ccccc2s1,-12%,6%,-5%,22%,-10,-18%,i,13%,7%
Cc1onc(C(=O)Nc2ccc(OC(F)(F)F)cc2)c1[N+](=O)[O-],-3%,9%,?,4%,?,8%,i,-3%,22%
CCOC(=O)C1=C(N)n2c(s/c(=C\c3ccco3)c2=O)=C(C(=O)OC(C)C)C1c1ccco1 (stereo not drawn),-10%,13%,3%,1%,-8,15%,i,-9%,0%
COc1cccc(Nc2sc(C(=O)c3ccc4c(c3)OCO4)c(N)c2S(=O)(=O)c2ccccc2)c1,-9%,.,.,?,.,.,i,.,-17%
C(=N\N(Cc1ccccc1)c1ccccc1)/c1cccnc1,-28%,1%,24%,15%,-19,-10%,i,3%,0%
Cc1noc(C)c1COc1ccc(C(=O)N2CCN(c3cccc(Cl)c3)CC2)cc1,-7%,15%,?,-27%,?,-4%,i,2%,5%
COc1ccccc1N1CCN(C(=O)Cn2nnc(-c3cccs3)n2)CC1,2%,2%,3%,?,5,-4%,i,-6%,1%
Cc1cccc(CSc2nc3c(c(=O)[nH]2)CCCC3)c1,-4%,7%,-3%,-27%,38,-4%,i,2%,8%
CCOc1cc(/C=N/N=C2/NC(=O)C(CC(=O)O)S2)ccc1OCc1ccc(Cl)cc1 (stereo not drawn),5%,-11%,0%,7%,0,-1%,i,-11%,0%

# Further compounds follow:
SMILES,ATXN2 expr inh,HT1080NT lethal,MCF10A rerep,KB-V1 MDR tox,IL1B secr inh,SW480 rereplic,S2 tox,HT1080 IDH1KD tx,KB-3-1 tox
Cc1ccnc(NS(=O)(=O)c2ccc(NC(=O)CCOc3ccccc3)cc2)n1,0%,0%,-1%,?,-10,-3%,?,-1%,1%
O=[N+]([O-])c1ccccc1S(=O)(=O)N(CC(O)CN1CCCCC1)c1ccccc1 (stereo not drawn),-9%,0%,2%,16%,?,-4%,i,8%,?
COC(=O)c1ccc(CNC(=O)Cn2cnc(C(=O)Nc3ccc(C)c(C)c3)n2)cc1,4%,2%,?,0%,12,3%,i,7%,0%
O=C(NCN1C(=O)C2C3C=CC(C3)C2C1=O)Nc1cccnc1 (stereo not drawn),9%,8%,1%,?,6,-42%[inhibitor],i,11%,4%
CC(C(N)=O)N1C(=O)NC2(CCCc3ccccc32)C1=O (stereo not drawn),25%,12%,-14%,0%,22,-15%,i,2%,0%
CCOc1ccc(-n2cnnn2)cc1S(=O)(=O)NC1CC1,-7%,2%,12%,4%,4,2%,i,3%,2%
Cc1cccc(NC(=O)c2cc(S(=O)(=O)N3CCCCC3)ccc2Cl)n1,-4%,2%,?,-1%,19,?,i,-2%,14%
COc1ccc(CN2C3CCCC2CC(NC(=O)c2cccc(F)c2)C3)cc1 (stereo not drawn),-13%,-8%,14%,2%,-14,-3%,i,-1%,9%
O=C(CCc1nnc2ccc(N3CCC4(CC3)OCCO4)nn12)N1CCCCC1,4%,4%,1%,11%,-2,-14%,i,10%,-1%
CC(=O)Nc1ccc(S(=O)(=O)Nc2nc3ccccc3nc2N2CCc3ccccc3C2)cc1,31%[activator],3%,27%,9.2µM*,10,?,?,1%,0%
O=C(CC(=O)NN=Cc1ccc2c(c1)CCC2)NN=Cc1ccc2c(c1)CCC2,-16%,1%,9%,2%,24,-1%,?,20%,23%
CCOC(=O)C1=CCN(S(=O)(=O)c2ccccc2F)C1c1cccc(F)c1 (stereo not drawn),-9%,12%,.,4%,53,.,i,-10%,-2%
Cc1ccc(C)n1-c1cccc(C(=O)Nc2ccccc2)c1,.,-9%,4%,-22%,0,8%,i,-2%,0%
Brc1ccc2ncnc(Nc3cccc4ccccc34)c2c1,-8%,?,1%,-9%,-80*,12%,?,?,-3%
CN(C)S(=O)(=O)c1ccc(N2CCCC2)c(C(=O)NC2(C)CCS(=O)(=O)C2)c1 (stereo not drawn),-8%,0%,1%,10%,9,-4%,?,1%,2%
CCC(=O)N(Cc1cc2cc(OC)ccc2[nH]c1=O)c1ccc(C)cc1,-7%,-14%,0%,-13%,-13,1%,?,4%,-5%
Cc1ccc(S(=O)(=O)NCCN2CCOCC2)cc1C,1%,14%,-7%,-5%,7,-6%,i,-1%,-3%
CCOC(=O)N1CCN(C(=O)CSc2ccc3nnc(-c4ccncc4)n3n2)CC1,-6%,1%,2%,3%,-7,-1%,i,8%,5%
COCCSc1ccccc1C(=O)NCc1ccc2c(c1)OCO2,-3%,0%,1%,-7%,-15,-7%,i,5%,0%
COCCNC(=O)Cc1c(C)c2c(cc(C)c3c(C)coc32)oc1=O,.,22%,-3%,?,-4,11%,.,20%,-22%
CC(=O)Nc1cccc2c1Cc1ccccc1-2,.,19%,3%,5%,0,-19%,i,9%,-3%
CN(Cc1ccc(C#CCCO)cc1)CC1CCCN(CCc2ccc(Cl)cc2)C1 (stereo not drawn),.,26µM*,25%,-13%,-29,?,?,?,-3%
COc1cccc(C(=O)N/N=C(/c2ccccc2)c2ccccn2)c1,4µM*,?,?,-14%,-52*,?,10µM*,0.89µM*,?
CC(=O)c1cccc(NC(=O)Nc2ccc3c(c2)OCO3)c1,64%[activator],-22%,-3%,-2%,?,-9%,i,-5%,20%
Cc1ccc(Nc2cc(C)c(C#N)c3nc4ccccc4n23)c(C)c1,2%,.,.,-4%,.,.,i,.,-2%
CCOc1ccc(N(Cc2ccc(C(=O)O)cc2)S(=O)(=O)c2ccc(C)cc2)cc1,-8%,?,3.7µM*,?,7,?,i,7.3µM*,?
COC(=O)CCC(=O)OC1(C)C(=O)C=C2C=C(C3CC3)N(CCCOC(C)C)C=C2C1=O (stereo not drawn),-8%,0%,-8%,?,3,-1%,i,2%,?
COc1ccc2[nH]c3c(=O)n(Cc4ccc(C(=O)N5CCCC5)cc4)c(=S)[nH]c3c2c1,.,1%,?,2%,-19,-72%[inhibitor],i,9%,4%
COc1ccc(Nc2ccccc2)c(C)c1,0%,1%,3%,-1%,-3,-9%,i,-19%,6%
O=C(N/N=C/c1cccnc1)c1cc2ccccc2cc1O,-11%,-26%,-15%,-3%,0,-2%,i,-27%,-8%
COc1ccc(NC(=O)NCC2CCN(Cc3ccccc3F)CC2)c(OC)c1,-1%,.,.,-7%,.,.,i,.,-1%
NC(=O)CC(NC(=O)Cc1ccc(Br)cc1)c1ccc(N2CCN(c3ccccn3)CC2)c([N+](=O)[O-])c1 (stereo not drawn),?,13%,-10%,-22%,29,-5%,?,3%,-8%
O=C(O)C1CCCCC1C(=O)NCCc1ccncc1 (stereo not drawn),0%,12%,4%,-12%,0,-2%,i,6%,8%
O=c1[nH]c2cc([N+](=O)[O-])c(NCCO)c([N+](=O)[O-])c2[nH]1,0%,-7%,8%,-18%,23,-7%,?,-1%,-14%
COc1ccc(CC2(C)OC(c3ccc(Cl)cc3)=NN2C(C)=O)cc1 (stereo not drawn),-22%,?,4%,-19%,-20,2%,i,-21%,-25%
O=C(CSc1nnnn1-c1ccccc1)Nc1ccc(Cl)cn1,-16%,-1%,5%,-13%,-1,-6%,i,-21%,19%
CCOC(=O)C1(CC)NC(c2cccc(F)c2)C2C(=O)N(CC)C(=O)C21 (stereo not drawn),-1%,10%,2%,-14%,-11,3%,i,13%,15%
Cc1ccc2c(CN3CC(C)CC(C)C3)cc(=O)oc2c1 (stereo not drawn),24%,-20%,0%,-5%,35,-4%,i,-11%,-10%
COc1cc(-c2[nH]ncc2CN2CCN(c3cccc(C)n3)CC2)cc(OC)c1OC,-18%,-19%,14%,?,82,-18%,i,-21%,?
